Screening results from PubChem BioAssay.
hgDAF-12 ag = hgDAF-12 agonism, primary luciferase screen. HEK293 GAL4-hgDAF12 UAS-luciferase reporter, agonist luminescence; normalized to butyrate control. activation, % at 6.8 µM. 1.8% of 370,000 active;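 active means activation above a cutoff set at the mean of all screened compounds plus 3 SD, cut at about 10% in these data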;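 further: 0% = DMSO wells and 100% = sodium butyrate wells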
ssDAF12 agonist = activates DAF-12 receptor from parasite S. stercoralis; HEK293 ssDAF-12/GRIP1 lit1-tk-luc reporter, luminescence; % of 3 µM dafachronic acid response; activation, % at 6.8 µM; 1% of 370,000 active;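 active means activation above the mean over all tested compounds plus 3 SD, cut at about 0.9% in these data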;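 further: 0% = DMSO-only wells and 100% = 3 µM delta7-dafachronic acid wells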
SMARCA2 activ = activators of SMARCA2 function; MG213 cells, MMTV-luciferase reporter, dexamethasone, overnight; activation, % at 9.1 µM; 1% of 370,000 active; in the data active means activation above about 7.8%;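 further: 0% = vehicle wells and 100% = reference activator wells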
ADAM10 inh = inhibits human ADAM10; recombinant ADAM10, EDANS/DABCYL FRET peptide cleavage, 3 h; O14672; 0.62% of 370,000 active; inhibition, % at 7 µM;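 active means inhibition above a per-campaign cutoff equal to the mean of compounds falling between control-based bounds plus 3 SD, cut at about 20% in these data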;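 further: 0% = DMSO wells while the 100% control is not disclosed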
DAX1 inh-1 = inhibitors of DAX1 repression of SF-1 activated StAR promoter; 1.1% of 370,000 active; AID 652010; inhibition, % at 6.8 µM; HEK293T StAR-luciferase reporter, SF-1/DAX-1 repression relief;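 active means inhibition above the mean over all tested compounds plus 3 SD, cut at about 3.6% in these data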;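 further: 0% = DAX-1 cells with DMSO and 100% = cells lacking DAX-1 with DMSO; higher inhibition means more luminescence from relief of DAX-1 repression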
NPR1 activator = GC-A (human) enzyme activation; P16066; HEK293 GC-A cells, cGMP TR-FRET, EC30 ANP; 0% at EC30 ANP, 100% saturating ANP; activation, % at 10 µM; 0.14% of 370,000 active; in the data active means activation above about 40%
Target sequence (P16066 whole entry, looked up): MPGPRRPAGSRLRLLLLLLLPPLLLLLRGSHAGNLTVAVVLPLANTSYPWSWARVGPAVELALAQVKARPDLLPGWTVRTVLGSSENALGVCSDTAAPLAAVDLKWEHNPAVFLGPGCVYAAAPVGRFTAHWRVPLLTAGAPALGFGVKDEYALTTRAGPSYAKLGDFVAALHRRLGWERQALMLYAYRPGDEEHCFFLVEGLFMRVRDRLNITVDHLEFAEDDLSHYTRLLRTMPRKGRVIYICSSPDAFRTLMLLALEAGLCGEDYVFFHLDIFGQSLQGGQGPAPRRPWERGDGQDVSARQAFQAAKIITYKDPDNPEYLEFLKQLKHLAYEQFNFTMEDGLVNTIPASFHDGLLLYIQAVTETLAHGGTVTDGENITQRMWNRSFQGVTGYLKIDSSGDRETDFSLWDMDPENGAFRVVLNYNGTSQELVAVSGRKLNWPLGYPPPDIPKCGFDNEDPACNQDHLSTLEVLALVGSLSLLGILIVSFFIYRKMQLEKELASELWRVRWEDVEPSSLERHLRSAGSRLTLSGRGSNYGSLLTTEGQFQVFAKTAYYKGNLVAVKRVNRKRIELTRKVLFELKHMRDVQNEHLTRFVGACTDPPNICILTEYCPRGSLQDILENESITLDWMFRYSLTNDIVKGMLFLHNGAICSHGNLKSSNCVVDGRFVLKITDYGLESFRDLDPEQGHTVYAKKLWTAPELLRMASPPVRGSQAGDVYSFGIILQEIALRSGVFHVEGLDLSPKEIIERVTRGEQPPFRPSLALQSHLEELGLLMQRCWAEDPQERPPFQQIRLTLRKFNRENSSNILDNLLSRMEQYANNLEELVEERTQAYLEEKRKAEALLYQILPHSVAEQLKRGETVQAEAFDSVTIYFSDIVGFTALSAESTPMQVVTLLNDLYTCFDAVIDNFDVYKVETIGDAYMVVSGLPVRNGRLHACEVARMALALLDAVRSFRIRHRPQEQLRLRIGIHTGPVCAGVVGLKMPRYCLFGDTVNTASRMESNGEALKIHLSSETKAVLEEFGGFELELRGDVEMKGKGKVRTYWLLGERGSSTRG
hcDAF-12 act = activates DAF-12 receptor from parasite H. contortus; HEK293 hcDAF-12 lit1-tk-luc reporter, luminescence; 0% DMSO, 100% Δ7-dafachronic acid; activation, % at 6.8 µM; 1.4% of 370,000 active;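 active means activation above the mean of all tested compounds plus 3 SD, cut at about 5.5% in these data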;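 further: 100% = response to 3 µM Δ7-dafachronic acid high control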
FXN GAA850 act = activators of GAA850 frataxin (FXN) promoter. activation, % at 6 µM. HEK293 lucGAA850 FXN promoter luciferase reporter, 24 h; percent of 10 µM SAHA response. 0.56% of 360,000 active;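 active means activation above the average of all compounds screened plus 3 SD, cutoff fixed separately per campaign, cut at about 7.5% in these data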;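 further: 0% = DMSO wells and 100% = 10 µM SAHA wells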
GC-B act = GC-B (human) receptor activation | HEK293-GC-B cells, CNP EC30, cGMP TR-FRET; 0% at EC30 CNP, 100% saturating CNP | activation, % at 10 µM | 0.11% of 370,000 active | AID 1920062;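 active means activation at 10 µM reaching about 35% in either raw or pattern-adjusted values, limit read from the data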
sPLA2-III inh = Blocks human group III sPLA2 activity; QFRET BODIPY PC-A2 liposome hydrolysis, fluorescence; Q9NZ20; 0.56% of 370,000 active; inhibition, % at 12.2 µM;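 active means inhibition above mean plus 3 SD of compounds lying within the high and low control bounds, cut at about 19% in these data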;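 further: 0% = median of test compound wells and 100% = no enzyme DMSO wells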
DAX1 inh-2 = inhibitors of human orphan nuclear receptor DAX1 (NR0B1); P51843; HEK293 Gal4-DAX1 luciferase reporter, luminescence; inhibition, % at 6.75 µM; 0.99% of 340,000 active; AID 504766;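 active means inhibition above the mean over all tested compounds plus 3 SD, cut at about 4.2% in these data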;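 further: 0% = DAX1-transfected cells with DMSO and 100% = empty-vector control cells with DMSO; inhibition shows as a rise in luminescence from relieved DAX1 repression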
Active calls of the source: *; i = inactive; x = no result given.

Sequence of screens: DAX1 inh-2	DAX1 inh-1	NPR1 activator	hcDAF-12 act	FXN GAA850 act	hgDAF-12 ag	ADAM10 inh	SMARCA2 activ	sPLA2-III inh	ssDAF12 agonist	GC-B act
[1] CC1(C)OC(=O)C(=CNCCc2ccc(O)cc2)C(=O)O1
  0.1	0.4	-1.1	-1.2	0.5	1.3	-7.3	-1.0	1.3	-0.2	-1.1
[2] Brc1cnc(N2CCCC2)nc1N1CCOCC1
  -0.2	0.2	-3.0	-0.6	2.4	-1.4	3.8	1.0	1.6	-1.6	3.3
[3] O=C(CNC(=O)c1ccc(F)cc1)N/N=C/c1cccnc1
  -0.8	-0.2	-0.6	1.4	-0.8	-1.3	-3.1	-2.5	4.2	-1.6	-0.9
[4] COC(=O)C1=C(C)N(Cc2ccco2)C(=O)/C1=C\c1ccc(N(C)C)cc1
  -0.2	-0.2	1.4	1.3	-1.7	0.2	-4.7	0.6	3.2	-1.4	1.5
[5] Nc1nc2c(Br)ccc(Br)c2cc1C(=O)NCc1cccc2ccccc12
  x	-0.4	2.6	-1.3	x	2.7	-23.0	1.7	-2.7	-0.9	-10.1
[6] Cc1ccc(C)c(S(=O)(=O)Nc2ccc(O)c3ccccc23)c1
  -1.9	-1.1	-0.2	8.0*	1.8	-3.7	-38.7	1.3	-4.3	-0.9	-2.2
[7] C=CCN1C(=O)c2n[nH]c(C(C)C)c2C1c1ccccc1 (stereo unspecified)
  x	0.9	-0.3	-0.8	x	-1.1	3.4	-2.4	-5.9	-1.2	-2.2
[8] CC(C)c1ccc(NC(=O)NCc2ccc(F)cc2)cc1
  -0.3	-0.1	-2.0	-2.7	0.5	4.7	6.2	1.7	-12.2	-0.7	-1.5
[9] CC1=C(C(=O)Nc2ccccc2)C(c2cccc([N+](=O)[O-])c2)Nc2nc3ccccc3n21 (stereo unspecified)
  -0.1	-1.6	-17.6	-1.8	-1.7	-0.1	10.9	-4.4	-7.6	0.0	-11.8
[10] O=C(CC1SC(=NCCc2ccccc2)N(/N=C/c2cccs2)C1=O)Nc1ccc(Cl)cc1 (stereo unspecified)
  0.1	-0.5	3.4	-1.4	0.3	-0.8	-0.8	-0.6	18.2	-1.5	3.5
[11] CNC(=S)c1cc(C(C)(C)C)c(O)c(C(C)(C)C)c1
  1.2	0.6	4.4	-1.5	1.0	-2.7	0.6	-1.7	18.8	-1.9	-0.3
[12] O=C(O)Cc1ccc2ocnc2c1
  -1.4	1.1	6.4	-2.3	-0.8	1.3	1.2	-1.1	-0.5	-0.6	-2.4
[13] CC1(C)OC(C)(C)C(=N/O)/C1=N\N
  x	0.4	1.9	0.3	x	-4.8	-13.3	-3.8	9.9	-0.6	5.4
[14] O=C(c1ccc(Cl)cc1)c1cc([N+](=O)[O-])ccc1N1CCOCC1
  -0.7	-1.4	-18.5	-2.4	-3.7	-3.1	5.4	-0.7	-7.4	-0.6	-5.1
[15] NNC(=O)c1cccc(COc2ccc3c(c2)CCC3)c1
  -5.0	4.9*	6.0	5.2	9.2*	22.0*	3.2	4.8	2.9	0.5	2.0
[16] Cn1c(C(=O)NCC2CCCO2)cc2c(=O)n3ccccc3nc21 (stereo unspecified)
  1.0	0.3	15.0	-0.4	1.5	1.9	i	4.4	-1.5	0.1	3.5
[17] CCCc1cc(=O)[nH]c(SCc2nc3ccccc3o2)n1
  -0.1	-0.2	-6.3	1.3	-1.4	1.3	-7.0	-1.9	-6.4	-0.3	-3.9
[18] CCOC(=O)N/N=C/c1cc(C)n(-c2cccc3ccccc23)c1C
  0.6	0.8	-6.2	2.7	0.7	0.2	-34.1	-1.5	-1.7	-0.6	-6.2
[19] Cc1cccc(NS(=O)(=O)c2ccc3c(c2)oc(=O)n3C)c1C
  -0.5	0.2	1.6	-0.4	0.1	-1.2	2.9	-1.9	-4.1	-1.6	-0.3
[20] O=C(O)CC/C(=C\c1cccc(NC(=O)c2ccccc2Cl)c1)c1nc2ccccc2s1
  -1.9	-1.0	-1.7	0.1	0.4	1.4	-56.4	0.1	-35.7	-1.8	-5.7
[21] COc1cccc(C(=O)CC(=O)C(=O)Nc2ccc(C)cc2Cl)c1
  0.6	-1.4	-0.5	-3.1	-1.3	-4.5	15.1	-2.5	-7.7	-1.2	1.6
[22] O=C(c1ccccc1)N1CCN(S(=O)(=O)N2CCCCCC2)CC1
  3.9	-0.4	-3.8	-1.5	-1.9	-0.2	-0.4	-2.2	0.8	-0.9	-0.4
[23] C/C(=N\NC(=O)CNC(=O)c1ccncc1)c1ccc(C)cc1
  0.6	0.1	-1.7	-2.3	0.1	1.1	-4.0	-3.5	1.5	-1.9	4.9
[24] Cc1ccc(S(=O)(=O)N2CCN(C(=O)Cn3cnc4c3c(=O)n(C)c(=O)n4C)CC2)cc1C
  -0.9	5.0*	-3.1	-1.3	0.0	1.7	-1.4	-1.9	1.1	-0.9	-4.4
[25] O=C1CCN(Cc2cccnc2)CCN1[C@H](CO)Cc1ccccc1
  1.1	0.4	3.0	-2.1	-0.5	-0.8	-1.2	-0.5	9.8	-1.3	3.7
[26] O=C(CSCc1cccc(CSCC(=O)Nc2ccccc2)n1)Nc1ccccc1
  0.3	0.9	1.2	-0.4	1.0	0.1	-2.0	-0.4	-7.3	-0.9	4.8
[27] CC(C)Oc1ccc(C(=O)NC2(C(F)(F)F)NC(=O)N(CCCc3ccccc3)C2=O)cc1 (stereo unspecified)
  -2.2	0.2	-0.6	-1.4	0.9	-0.5	25.3*	-4.1	-21.7	-1.6	2.0
[28] CN(Cc1ccccc1)C(=O)c1[nH]c(C(F)(F)F)nc1-c1ccccc1
  x	1.2	3.6	0.8	x	2.8	1.2	-5.0	-4.2	-0.7	3.2
[29] COc1cccc(C(=O)Nc2ccc(N3CCCC3)cc2)c1
  -1.7	-0.8	-5.7	1.6	-1.8	8.9	3.8	5.9	8.6	-1.0	-1.4
[30] COc1cc(NC(=O)c2ccc(-c3ccc(Br)cc3)o2)ccc1NC(=O)C(C)C
  1.6	-0.5	8.5	-0.8	-3.7	0.6	5.1	-1.0	0.2	-1.1	8.7
[31] COC(=O)c1cc(OC)c(OC)cc1NC(=O)Nc1cccc(C(C)=O)c1
  0.3	0.3	4.8	-1.5	1.5	1.1	-0.7	-2.9	4.1	-0.4	1.7
[32] COc1cc2c(cc1OC)-c1cc(N3CCc4ccccc43)nc(=O)n1CC2
  0.8	-0.1	11.1	3.1	2.1	-1.9	-120.7	7.4	-1.9	-0.9	14.5
[33] O=C1CN(C(=O)c2cccc(Br)c2)c2ccccc2N1
  0.0	-1.0	-14.7	-0.2	-3.1	-0.5	4.7	-1.0	0.0	-0.9	-7.2
[34] Cc1ccc(CNC(=O)COC(=O)c2cccnc2Cl)cc1
  -1.3	0.3	-4.9	1.9	0.8	-0.7	-3.5	-4.5	9.7	-0.9	-2.3
[35] Cc1csc(=O)n1CC(=O)OCc1nnc(-c2ccc([N+](=O)[O-])cc2)o1
  0.1	0.1	1.0	0.1	0.1	0.7	-12.6	-1.8	12.1	-1.0	-2.5
[36] O=S(=O)(N/N=C/c1ccc(Cl)cc1)c1ccc(Cc2ncc(C(F)(F)F)cc2Cl)s1
  0.2	0.6	3.5	0.7	2.3	0.7	3.0	-1.1	-13.1	-0.6	1.6
[37] c1ccc(CN2CCOCC2)cc1
  -0.2	0.1	7.7	1.1	-2.1	0.2	-4.4	-0.1	2.6	-1.1	1.4
[38] O=C(CN1CCCCC1)N1c2ccccc2CCc2ccccc21
  0.2	-0.6	-5.6	-0.6	-0.6	0.0	5.0	-3.8	-5.6	-1.2	-7.8
[39] CC(=O)OC1C(N2CCCCC2)c2c(ccc(/C=C/C(=O)N3CCCCC3)c2O)OC1(C)C (stereo unspecified)
  0.8	-0.3	3.7	-0.9	1.4	-2.2	-36.0	-2.1	3.4	-1.2	3.1
[40] Cc1ccc(CSCC(=O)NCc2ccco2)cc1
  -0.7	1.4	3.4	-1.8	0.6	2.9	-2.1	0.4	-0.2	-1.8	-0.7
[41] Cc1ccc(S(=O)(=O)N2CC(O)C2)cc1
  2.0	0.0	4.8	-1.9	0.5	0.3	2.6	1.0	6.0	-0.8	2.6
[42] CC(=O)N/C(=C/c1ccc2c(c1)OCO2)C(=O)Nc1ccccc1
  0.1	1.0	0.1	1.3	4.6	8.1	0.8	2.7	4.4	-0.5	1.8
[43] NC(c1ccccc1)c1csc(Nc2cc(Oc3ccccc3)ncn2)n1 (stereo unspecified)
  x	-1.1	-5.2	-1.9	2.7	6.9	10.5	-2.5	8.1	-1.5	-2.6
[44] Cc1ccc(C(=O)NC2CC(=O)N(c3ccc4c(c3)OCCO4)C2)cc1[N+](=O)[O-] (stereo unspecified)
  1.1	0.4	0.6	-1.6	-0.9	0.2	-3.8	-1.1	1.4	-0.3	-2.4
[45] Cc1ccc(S(=O)(=O)Nc2ccc(N3CCOCC3)nc2)cc1
  -0.2	0.7	-5.4	0.4	1.8	-1.7	-2.2	5.8	2.6	-1.3	-1.0
[46] COc1ccc(C2CC(c3cccc(C(F)(F)F)c3)=NN2c2ccc(S(N)(=O)=O)cc2)cc1 (stereo unspecified)
  0.3	-0.3	6.9	-2.7	-1.6	2.8	i	-2.8	2.8	-1.2	0.9
[47] CN(C(=O)COC(=O)C1=COCCO1)c1c(N)n(Cc2ccccc2)c(=O)[nH]c1=O
  -1.2	0.7	1.8	-0.9	-0.3	1.3	-10.6	-3.2	1.9	-1.2	3.0
[48] COC(=O)c1cc(OC(=O)CCc2ccc(OC)c(OC)c2)cc(C(=O)OC)c1
  -0.7	-0.2	6.1	1.2	-0.4	-1.6	5.5	3.3	-5.1	-0.4	-6.0
[49] CSCC[C@H](NC(=O)Nc1ccc(C)cc1)C(=O)O
  -0.4	-0.3	1.4	-0.9	-0.4	-1.6	-7.2	-2.9	6.8	-0.8	5.0
[50] CCCCNC(=O)C(Sc1ccccc1)c1ccccc1 (stereo unspecified)
  -0.2	-0.1	-2.2	-2.8	-1.4	1.0	-0.2	-1.8	-1.3	-0.8	-2.8
[51] O[C@H]1C[C@H](c2ccc(Cl)cc2)N(Cc2cccs2)C[C@@H]1n1cc(C2CC2)nn1
  0.7	0.4	-18.2	0.1	1.0	1.4	12.5	-2.3	-16.2	-1.0	-13.6
[52] COc1cccc(C2CC(OCCF)=CC(=O)O2)c1 (stereo unspecified)
  x	-0.3	5.1	-0.9	x	-1.9	-6.8	-5.8	10.0	-1.1	3.2
[53] COc1ccc(N2CCN(C(=O)CSc3nnc(NC(=O)C4CC4)s3)CC2)cc1
  1.5	-0.2	-4.3	-0.9	-1.5	-0.1	10.8	-4.2	1.7	-1.6	1.1
[54] Cc1cccc(-n2nnnc2SCC(=O)Nc2cccc(S(N)(=O)=O)c2)c1
  -3.5	0.2	-4.2	-2.0	-0.6	-2.4	7.5	-2.4	-16.5	-1.2	-4.3

Screen by screen, from the results shown.
ssDAF12 agonist for entries 8 to 18 → -0.7, 0.0, -1.5, -1.9, -0.6, -0.6, -0.6, 0.5, 0.1, -0.3, -0.6
GC-B act for entries 8 to 18 → -1.5, -11.8, 3.5, -0.3, -2.4, 5.4, -5.1, 2.0, 3.5, -3.9, -6.2
